HIF-2a inh: inhibitors of HIF-2a. 786-0 RCC cells HIF-2a reporter, luciferase luminescence, overnight. inhibition, % at 18.8 µM. 360,000 compounds, 0.72% hits;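 active = inhibition of the luminescence signal of 40% or more relative to plate controls, in a single-dose primary screen at 18.75 µM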
Peg3 prom inh: reduces Peg3 promoter-driven luciferase expression in HeLa | HeLa PEG-Prom luciferase reporter, luminescence, overnight | inhibition, % at 20 µM | 360,000 compounds, 1.7% hits;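 active = inhibition of at least 50% at 20 µM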
KKLEB tox: CF airway cell cytotoxicity counter-screen; KKLEB CF airway cells viability, ATPlite luminescence, overnight; stronger effect = lower value; cells stimulated with P. aeruginosa culture filtrate; activity change (cytotoxicity), % at 5 µM; 360,000 compounds, 0.36% hits;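 active = corrected activity change at or below -50% at 5 µM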
NR2E3 ag-1: NR2E3 (human) agonism; GST-NR2E3/biotin-RetCOR TR-FRET, 1536-well; inhibition of corepressor binding, % at 4.78 µM; 320,000 compounds, 0.12% hits; AID 2300;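 active = percent inhibition above the cutoff of mean plus 3 SD of all tested compounds, set per screening campaign, cut at about 20% in these data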;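 note: 0% = DMSO wells and 100% = biotin wells as full block of FRET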
Target sequence (Q9Y5X4 whole entry, looked up): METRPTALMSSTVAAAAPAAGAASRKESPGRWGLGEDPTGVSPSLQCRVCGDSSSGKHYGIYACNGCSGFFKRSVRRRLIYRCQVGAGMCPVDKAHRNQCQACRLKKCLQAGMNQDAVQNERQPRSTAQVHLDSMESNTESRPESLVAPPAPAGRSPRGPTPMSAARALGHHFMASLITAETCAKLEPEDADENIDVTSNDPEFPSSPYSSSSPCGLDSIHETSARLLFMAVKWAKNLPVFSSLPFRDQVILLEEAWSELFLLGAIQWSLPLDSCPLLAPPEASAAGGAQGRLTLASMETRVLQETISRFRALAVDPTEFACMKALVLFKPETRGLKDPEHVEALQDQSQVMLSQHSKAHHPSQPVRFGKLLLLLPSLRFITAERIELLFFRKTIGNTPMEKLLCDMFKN
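System: GST-tagged NR2E3 plus biotinylated RetCOR corepressor; Buffer or medium: pH 7.5 Tris-based buffer; Probe or stimulus: RetCOR corepressor, biotinylated, 7 nM; Doses: compound at 4.8 µM, single dose; Schedule: 5 h incubation at 4 °C; Technique: time-resolved FRET; Evaluation: percent inhibition of TR-FRET ratio; Replication: one well per compound, singlicate testing.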
NR2E3 ag-2: agonists of human NR2E3 nuclear receptor | Q9Y5X4 | AID 602229 | inhibition of corepressor binding, % at 3.98 µM | CHO-S Gal4-NCOR/VP16-NR2E3 two-hybrid, luciferase | 360,000 compounds, 0.35% hits;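 active = inhibition above the mean of all tested compounds plus 3 SD, cut at about 70% in these data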;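 note: 0% = DMSO with NR2E3 transfected cells and 100% = cells lacking NR2E3 construct; higher means lower luciferase signal from less NR2E3 corepressor binding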
MITF TRPM1 inh: inhibitors of MITF-driven TRPM1 promoter in melanoma cells. SK-MEL-5 TRPM1 promoter luciferase, 24 h. inhibition, % at 12.5 µM. 330,000 compounds, 0.83% hits. AID 488899;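 active = mean inhibition across replicates of 60% or more, whatever share of single replicates reaches that level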; note: values of inactives mirror those of a sister screen read the other way
CF NFkB inh: inhibitors of cystic fibrosis induced NF-kB | KKLEB NF-kB-GFP reporter, PAF-induced, GFP fluorescence overnight | inhibition, % at 5 µM | 360,000 compounds, 0.86% hits | AID 588850;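 active = at least 50% inhibition at 5 µM, scaled per plate between neutral and stimulator controls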;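 note: PAF is a Pseudomonas aeruginosa culture filtrate used as stimulus; plate controls were PAF-stimulated DMSO wells for no effect and unstimulated DMSO wells for full effect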
Shn3 3UTR inh: reduces Shn3 3'UTR luciferase signal in osteoblasts; Clone20 osteoblast Shn3 3'UTR firefly luciferase, 24 h; 360,000 compounds, 0.52% hits; AID 588674; inhibition, % at 12.5 µM;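 active = mean inhibition of at least 75% with every replicate also reaching 75%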;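 note: 0% = median of neutral control wells and 100% = pilot-screen positive control compound; some compounds past the cut are filed as inactive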
iPSC survival up: increases survival of single human iPS cells | hiPSC single-cell survival, ATPlite luminescence; 100% = ROCK inhibitor wells, 0% = DMSO | survival enhancement, % at 20 µM | 360,000 compounds, 0.044% hits | AID 602274; in the data active = survival enhancement above about 18%;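 note: cells exposed to compounds for 16 hours before the ATP read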
EBV LMP1 NFkB: reduces LMP1-driven NF-kappaB luciferase signal | LMP1-induced NF-kappaB luciferase reporter cells, luminescence | inhibition, % at 12.5 µM | 350,000 compounds, 0.69% hits; in the data active = inhibition above about 41%;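 note: 0% = neutral control wells and 100% = reference inhibitor control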
C8 TRAIL sens: caspase-8 TRAIL sensitization; AID 624354; 360,000 compounds, 1% hits; inhibition (viability loss, TRAIL sensitization), % at 10 µM; NB7+C8 cells + TRAIL, ATPlite viability luminescence;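 active = compounds causing at least 50% loss of cell viability in the single-dose screen, relative to plate controls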
* marks the source's active call; other numbers are inactive results; · = not tested or not shown. Not all compounds are listed, so the mix of outcomes need not match the whole.

SMILES	HIF-2a inh	Peg3 prom inh	KKLEB tox	NR2E3 ag-1	NR2E3 ag-2	MITF TRPM1 inh	CF NFkB inh	Shn3 3UTR inh	iPSC survival up	EBV LMP1 NFkB	C8 TRAIL sens
CCCn1nnc(NC(=O)c2ccc(Br)cc2)n1	-210	-363	-12	2	15	-49	-21	-39	-0.8	-22	1
COc1ccc2nc3ccccc3nc2c1NC(=O)c1ccc(Br)cc1	16	8	3	-6	17	1	-8	11	2.3	6	4
Cc1cccc(C)c1NC(=O)Cn1nc(-c2ccc(Cl)s2)ccc1=O	7	-23	-6	2	5	6	14	-5	-0.4	8	4
CCCCN(C(=O)C1=CC=CN2CCS(=O)(=O)N=C12)c1ccccc1	1	3	-2	·	10	4	6	-1	0.0	-1	-6
Cn1nc2sc3ccccc3n2c(=O)c1=O	7	6	-5	-1	-3	13	0	-1	-0.6	-1	-6
CC(C)COc1ccc(C(=O)Nc2ncn[nH]2)cc1	-52	-94	-9	5	9	-24	16	-10	0.8	-13	11
Cc1nn2c(=O)c3c4c(sc3nc2n1-c1ccccc1)COC(C)(C)C4	13	-4	8	0	-23	·	1	·	-0.8	·	2
CC(=O)N1CCN(c2ccccc2NC(=O)COc2cc(C)ccc2C(C)C)CC1	22	35	-19	2	-15	11	6	-9	-2.3	5	5
COCc1cc(C)n(CC(=O)Nc2ccc(N3CCOCC3)cc2)c(=O)c1C#N	1	-3	-3	0	-39	-2	-11	-5	-0.1	1	-4
COc1ccc(N2CC(C(=O)OCC(=O)c3ccccc3)CC2=O)cc1 (centres undefined)	17	-3	5	-3	-10	-1	2	14	-1.7	0	10
CC(C)(C)N(Cc1ccccc1)C(=O)CN1C(=O)c2ccccc2C1=O	-118	-98	-19	·	-34	-78	2	-32	-0.7	·	-19
Nc1ccc(S(=O)(=O)Nc2nc(-c3ccccc3)cc(-c3ccccc3O)n2)cc1	-19	-41	0	·	10	·	-40	5	9.1	-2	-9
Cc1cccc(NC(=O)CN(c2ccc(F)cc2)S(C)(=O)=O)c1	10	3	-1	5	12	-5	10	0	-0.6	2	3
O=C(N/N=C/c1cc([N+](=O)[O-])ccc1O)c1ccc(COc2ccc3c(c2)CCC3)o1	-24	52*	-21	·	-159	47	45	88*	-0.3	-48	52*
Cc1ccc(NC(=O)C(c2ccccc2)N2CCN(C(=O)c3ccco3)CC2)cc1Cl (centres undefined)	-27	-1	-6	4	18	-14	10	8	0.2	4	17
CCOC(=O)c1nc2ccccc2s1	-151	-147	5	-3	-50	-15	-2	-143	5.7	-16	-6
COC(=O)[C@@]1(Cc2ccccc2)C=C[C@@H](C)N1C(C)=O	14	4	8	1	-10	8	-1	-5	-2.3	2	14
O=C(NCc1cccnc1)NC(C(F)(F)F)C(F)(F)F	-1	-15	-9	0	-13	3	-5	1	4.7	1	-9
CCOC(=O)N1CCN(C(=O)CN2C(=O)COc3ccc(C(C)(C)C)cc32)CC1	17	21	-20	2	-13	7	6	-10	-1.5	1	-15
N#Cc1cnn2c3c(cnc12)C(=O)N1CCc2ccccc2C1C3 (centres undefined)	-13	-22	10	2	8	-20	-71	5	1.1	-6	-4
CCOC(=O)c1sc2ncn(C(CC)C(=O)OC)c(=O)c2c1C (centres undefined)	-13	-8	1	0	-29	0	7	-8	-0.9	6	-2
O=C(CC(=O)Nc1ccc(Br)cc1)Nc1ccc(Br)cc1	18	12	-7	1	-4	-3	17	0	-0.4	3	-1
CCOc1ccc(C2CC(c3ccccc3)Nc3nc(N)nn32)cc1 (centres undefined)	-5	-7	-9	2	-5	6	7	-10	1.6	-7	-4
CC(C)(C)NC(=O)/C(=C/c1cccnc1)NC(=O)c1ccco1	15	0	10	-5	8	·	-8	9	-0.5	·	-12
Cc1ccc(/C=N/NC(=O)c2ccoc2C)s1	-162	-200	1	-2	-84	-63	5	-41	-0.8	-12	6
CCCCNCc1cc(Br)c(OCc2cccs2)c(OC)c1	14	9	-4	3	24	-3	13	5	-1.6	-6	0
Cc1cccc(/C(N)=N/OC(=O)COc2ccccc2Cl)c1	-180	-253	0	0	-50	-32	0	-9	-1.9	-18	-9
CC(C)CC(=O)NNC(=O)c1ccc(Cl)cc1	-12	-20	11	-2	6	-8	4	-18	1.8	-2	-2
COc1cc2c(cc1OC)C(c1ccc(Cl)cc1)=NCC2	25	26	-8	-2	-3	14	15	20	-0.8	11	-11
CCOC(=O)C1(C)NC(c2cccs2)C2C(=O)N(c3ccccc3)C(=O)C21 (centres undefined)	9	9	14	-1	-10	1	-9	-17	-0.1	1	3
O=C1C2C3C=CC(C3)C2C(=O)N1c1ccccc1OS(=O)(=O)c1ccccc1 (centres undefined)	17	2	5	-1	-8	-3	-14	20	0.1	0	-6
CC1(Oc2cccnc2Cl)CCN(Cc2ccc(OC(F)(F)F)cc2)C1 (centres undefined)	-1	-2	2	·	18	·	26	6	0.8	·	-1
N#CCC(=N)N1CCN(c2ccccc2Cl)CC1	-10	-13	1	-2	-31	0	2	1	0.7	-10	2
Cc1nc2ccc(NC(=O)c3cncc(Br)c3)cc2s1	-197	-167	9	-1	-54	-92	32	-36	-0.7	4	18
COC(=O)CC1C(=O)NCCN1C(=O)c1c(F)cccc1F (centres undefined)	0	0	0	2	6	2	-10	-8	1.5	-5	-28
O=C(NC1CCC(=O)N(CCOc2ccccc2)CC1)OCc1ccccc1 (centres undefined)	15	6	2	1	-10	0	3	8	-0.1	-5	3
CC(C)Cc1nnc(NC(=O)CCC(=O)NCCc2ccc(Cl)cc2)s1	6	0	-2	2	-8	6	-9	13	0.8	6	10
Cc1ccccc1-c1cc(C(=O)NCc2cccc(Br)c2)n(CC2CC(c3cccnc3)=NO2)n1 (centres undefined)	14	19	-4	·	15	0	8	20	-0.3	2	0
CCC(=O)NCc1nc2ccccc2n1Cc1ccccc1F	24	-3	-9	-1	6	3	2	0	-0.3	-1	6
COc1ccc(C(O)c2nccc3cc(OC)c(OC)cc23)cc1OC (centres undefined)	19	9	-4	2	-5	3	13	68	0.4	13	10
COc1ccc(N2CC(C(=O)N/N=C/c3cc([N+](=O)[O-])ccc3O)CC2=O)cc1 (centres undefined)	10	2	11	2	-2	3	6	12	-0.4	-8	10
Cc1ccc(-c2nc3ncccn3c2Nc2ccc3c(c2)OCO3)o1	-50	-19	5	-7	-41	1	-2	-18	-1.1	4	10
COc1ccccc1NC(=O)C1CC(O)CN1C(=O)Oc1ccccc1 (centres undefined)	6	-3	-2	-1	-17	0	-15	-13	0.2	-6	-11
Cc1ccc(C)c(-n2c(-c3ccc4c(c3)OCO4)n[nH]c2=S)c1	-4	12	-5	6	-1	1	-1	-6	-1.5	0	-2
CCC(c1nnnn1Cc1ccc2c(c1)OCO2)N1CCN(CC)CC1 (centres undefined)	5	-2	9	-1	-4	2	-5	-23	-0.1	1	1
CN(CC(=O)Nc1cccc2ccccc12)C(=O)c1ccc(NC(=O)CC#N)cc1	20	7	2	·	-46	-3	5	4	-1.2	-2	-14
CCCCN(CC)CCCNC(=O)c1ccc(CS(=O)(=O)c2c(Cl)cccc2Cl)o1	-2	-7	2	-2	9	6	-7	-94	-0.2	6	-5
COc1ccc(OC)c(NC(=O)NCCCCc2ccccc2)c1	3	12	6	2	-23	-1	10	11	-0.3	7	-5

Profiles from above. Screens in order: HIF-2a inh, Peg3 prom inh, KKLEB tox, NR2E3 ag-1, NR2E3 ag-2, MITF TRPM1 inh, CF NFkB inh, Shn3 3UTR inh, iPSC survival up, EBV LMP1 NFkB, C8 TRAIL sens
CCC(c1nnnn1Cc1ccc2c(c1)OCO2)N1CCN(CC)CC1 (centres undefined) is listed with 5, -2, 9, -1, -4, 2, -5, -23, -0.1, 1, 1
COc1ccc(C(O)c2nccc3cc(OC)c(OC)cc23)cc1OC (centres undefined) is listed with 19, 9, -4, 2, -5, 3, 13, 68, 0.4, 13, 10
COc1ccc(N2CC(C(=O)N/N=C/c3cc([N+](=O)[O-])ccc3O)CC2=O)cc1 (centres undefined) is listed with 10, 2, 11, 2, -2, 3, 6, 12, -0.4, -8, 10

Next results follow:
SMILES	HIF-2a inh	Peg3 prom inh	KKLEB tox	NR2E3 ag-1	NR2E3 ag-2	MITF TRPM1 inh	CF NFkB inh	Shn3 3UTR inh	iPSC survival up	EBV LMP1 NFkB	C8 TRAIL sens
O=C(NC(=S)N1CCN(c2ccc(O)cc2)CC1)c1ccco1	12	4	12	·	-38	-10	-11	-25	-1.7	-1	-2
Cc1noc(C(=O)Nc2cccnc2Cl)c1Cl	-28	-24	-10	·	-2	4	-1	-17	-0.3	-2	0
COc1ccc(NC(=O)C2CC(=O)OC2c2ccccc2)cc1 (centres undefined)	11	-4	0	1	-9	-10	26	-4	2.0	6	5
O=C(COc1ccccc1Cl)NCc1ccco1	-95	-75	-3	3	-18	-20	-5	-38	-1.5	-8	9
Cc1cccc(C)c1NS(=O)(=O)c1ccc(-c2cnc(C3CC3)o2)cc1	47*	19	-31	2	70*	74*	65*	29	-0.3	12	11
COc1ccccc1NC(=O)C(=O)NCCC1CCCCN1S(=O)(=O)c1ccc(F)cc1 (centres undefined)	5	2	0	-1	-27	4	4	-31	-0.5	4	9
COc1cccc(CNC(=O)CCS(=O)(=O)c2ccc3c(c2)CC(C)N3C(=O)C2CC2)c1 (centres undefined)	14	4	5	-2	-8	-1	-8	-2	-0.4	-14	-15
COc1ccc(C(=O)O)cc1S(=O)(=O)Nc1ccccc1Cc1ccccc1	15	8	2	·	-64	9	-8	-7	-0.3	3	11
COC(=O)c1ccc(CS(=O)(=O)c2ccc(F)cc2)o1	9	-15	2	3	-41	8	1	-7	-0.5	-3	-7
COc1ccccc1NC(=O)Cc1csc(NC(=O)c2ccccc2)n1	0	20	17	-3	-12	14	-18	14	6.3	2	-3
O=C(Nc1ccccc1)OCCOc1ccc(Br)cc1	-22	4	1	·	-10	-4	-14	-6	-0.6	-1	-4
COc1ccc(CC(=O)Nc2cccc(-c3ccc4nnc(C)n4n3)c2)cc1OC	-13	-18	0	2	-5	5	-56	·	-0.9	20	-8
CCOC(=O)c1cc(CC)sc1NC(=O)C1CC(=O)NN1Cc1ccccc1 (centres undefined)	24	25	-4	-1	-8	-1	-7	-15	-1.3	-10	-1
CC(C)=CCCC(C)CN1CCC(N2CCC(C(=O)NC(C)C)CC2)CC1 (centres undefined)	6	-10	-13	-4	10	7	16	34	-0.9	-1	18
N#Cc1c(C(F)(F)F)cc(-c2ccc(Cl)cc2)[nH]c1=O	-8	17	1	5	3	-12	3	-2	-1.7	6	0
CN1C(=O)NC(c2cccc([N+](=O)[O-])c2)C2=C1CC(C)(C)CC2=O (centres undefined)	9	8	-7	2	-17	9	16	-17	-0.5	0	-7
C[C@@H]1CN([C@@H](C)CO)C(=O)c2cccc(NC(=O)Nc3ccc(F)cc3)c2O[C@@H]1CN(C)Cc1ccc(Oc2ccccc2)cc1	-3	38	-14	·	26	37	11	38	-1.9	2	27
